# Bioassay records deposited in PubChem by Johns Hopkins Ion Channel Center.
# CHT block = inhibitors of human choline transporter CHT | Q9GZV3 | B-score at 10 µM | CHT-expressing cells, membrane potential dye, choline response; hits give low values | actives 0.86% (n = 310,000);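 active = B-score over 3 SD under the library average, and starting fluorescence ratio not unusually high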;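 note: choline stimulus applied at its EC90 after an EC20 pre-addition; B-score computed on integrated fluorescence ratio after choline addition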
# Target sequence (Q9GZV3 whole entry, looked up): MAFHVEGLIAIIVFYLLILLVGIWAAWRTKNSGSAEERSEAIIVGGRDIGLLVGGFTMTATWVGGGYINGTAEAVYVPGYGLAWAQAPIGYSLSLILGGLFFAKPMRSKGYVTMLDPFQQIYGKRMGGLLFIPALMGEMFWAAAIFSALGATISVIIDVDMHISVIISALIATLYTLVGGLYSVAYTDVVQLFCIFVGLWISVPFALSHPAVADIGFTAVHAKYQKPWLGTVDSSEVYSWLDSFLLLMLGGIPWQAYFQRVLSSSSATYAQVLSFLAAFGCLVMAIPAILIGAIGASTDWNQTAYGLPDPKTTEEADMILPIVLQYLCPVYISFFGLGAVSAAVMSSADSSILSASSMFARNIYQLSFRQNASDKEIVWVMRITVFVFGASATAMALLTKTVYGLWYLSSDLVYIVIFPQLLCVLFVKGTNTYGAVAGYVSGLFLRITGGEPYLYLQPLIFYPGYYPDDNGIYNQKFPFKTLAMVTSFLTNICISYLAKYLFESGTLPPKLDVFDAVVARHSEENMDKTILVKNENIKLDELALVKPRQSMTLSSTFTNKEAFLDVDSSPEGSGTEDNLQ
# Kir21 inh = inhibitors of mouse Kir2.1 inward-rectifier potassium channel; HEK293-Kir2.1, FluxOR thallium flux fluorescence; hits give low values; P35561; AID 1672; B-score at 10 µM; actives 0.85% (n = 310,000);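 active = fluorescence ratio B-score at or below minus 3 SD of library scores, with starting-brightness B-score within 2 SD, cut at about -4.2 in these data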;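 note: channel flux triggered by added potassium and thallium sulfate stimulus; B-score of peak minus minimum fluorescence over baseline after thallium stimulus; more negative B-score means stronger Kir2.1 block with less thallium influx; some compounds called inactive have numbers as strong as hits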
# Target sequence (P35561 whole entry, looked up): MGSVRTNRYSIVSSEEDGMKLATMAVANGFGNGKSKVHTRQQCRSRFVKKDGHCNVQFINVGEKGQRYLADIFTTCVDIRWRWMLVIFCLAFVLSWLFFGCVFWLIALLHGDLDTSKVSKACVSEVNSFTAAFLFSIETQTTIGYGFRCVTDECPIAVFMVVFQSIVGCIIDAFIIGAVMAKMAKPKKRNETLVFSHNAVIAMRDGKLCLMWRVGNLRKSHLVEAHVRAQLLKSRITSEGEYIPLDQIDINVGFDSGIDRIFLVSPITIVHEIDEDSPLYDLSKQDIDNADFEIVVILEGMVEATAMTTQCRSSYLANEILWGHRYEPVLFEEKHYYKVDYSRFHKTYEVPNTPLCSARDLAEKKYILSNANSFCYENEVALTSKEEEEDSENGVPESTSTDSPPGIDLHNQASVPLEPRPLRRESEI
# KCNQ2 inh = KCNQ2 channel blockers in CHO-K1 cells – cell-based, FluxOR thallium flux, B-score, primary screen (AID 2156) | 20 min; hits give low values | B-score at 10 µM | actives 1.1% (n = 310,000) | O88943;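 active = fluorescence ratio B-score at most minus 3 library SDs, with starting brightness B-score within 2 library SDs, cut at about -5.5 in these data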
# Numbers without * were called inactive; i = inactive; nt = no result given.
# Values run as follows: CHT block | Kir21 inh | KCNQ2 inh
> CCCCCCn1cc(C(=O)O)c(=O)c2cc(F)c(N3CCCCC3)cc21
→ i | 1.44 | i
> O=C1CCCN1S(=O)(=O)c1ccccc1
→ i | -0.69 | i
> CC1CCC(NC(=O)C(NC(=O)c2ccccc2)C(C)C)CC1 (configuration not stated)
→ i | 0.99 | i
> O=C(NC1CCCC1)C(c1ccccn1)N(C(=O)c1csnn1)C1CCCCC1 (configuration not stated)
→ i | 0.11 | i
> C=CCNC(=O)c1ccc(-c2nc3ccccc3nc2-c2ccccc2)cc1
→ i | -0.28 | i
> Cc1ccc(-n2cc(CNCCCN3CCCC3=O)c(-c3ccc(F)cc3)n2)cc1
→ i | -0.63 | i
> Cc1ccc(-c2cc(O)cc3sc(=O)oc23)cc1C
→ i | -0.86 | i
> Cc1ccc(NC(=O)N2CCC(O)(c3ccc(Cl)cc3)CC2)cc1
→ i | 0.22 | i
> CC(=O)N(Cc1cc2ccccc2[nH]c1=O)c1ccc(C)cc1
→ i | -0.71 | i
> C/C(=N\NC(=O)CN(c1ccc(Oc2ccccc2)cc1)S(C)(=O)=O)C(C)(C)C
→ i | 0.16 | i
> CCOC(=O)c1cnc2c(Cl)c(Cl)ccc2c1N1CCN(C)CC1
→ i | 0.42 | i
> O=c1n(-c2ccc(Br)cc2)cnn1-c1ncccc1[N+](=O)[O-]
→ i | 1.42 | i
> CCOC(=O)c1[nH]c(C)c(/C(O)=C2\C(=O)C(=O)N(CCN3CCOCC3)C2c2ccco2)c1C (configuration not stated)
→ i | -1.23 | i
> Cc1cccc(N(CC(=O)O)CC(=O)O)c1
→ i | 1.22 | i
> CC(=O)Nc1ccccc1NC(=O)CN(C)S(=O)(=O)c1ccc(C)cc1
→ i | -0.69 | i

# The final 5 entries of the part before are carried over, then new ones follow.
# Values run as follows: CHT block | Kir21 inh | KCNQ2 inh
> CCOC(=O)c1cnc2c(Cl)c(Cl)ccc2c1N1CCN(C)CC1
→ i | 0.42 | i
> O=c1n(-c2ccc(Br)cc2)cnn1-c1ncccc1[N+](=O)[O-]
→ i | 1.42 | i
> CCOC(=O)c1[nH]c(C)c(/C(O)=C2\C(=O)C(=O)N(CCN3CCOCC3)C2c2ccco2)c1C (configuration not stated)
→ i | -1.23 | i
> Cc1cccc(N(CC(=O)O)CC(=O)O)c1
→ i | 1.22 | i
> CC(=O)Nc1ccccc1NC(=O)CN(C)S(=O)(=O)c1ccc(C)cc1
→ i | -0.69 | i
> COc1ccc(Cl)cc1NC(=O)CCN1CCN(c2ccccc2C)CC1
→ i | -0.11 | i
> CCOc1cc(/C=N/N2C(=O)NC3(CCCCC3)C2=O)cc(Br)c1O
→ i | -0.08 | i
> O=[N+]([O-])c1cccc(/C([O-])=C(/C(=S)Nc2ccccc2)[n+]2ccccc2)c1
→ i | 0.52 | i
> CC(C)(C)[C@H]1C=C(C(=O)N2CCN(Cc3ccccc3)CC2)O[C@@H](OCCCCO)C1
→ i | -1.44 | i
> O=C(NCCCN1CCOCC1)c1cc(-c2cccc(O)c2)on1
→ i | -0.66 | i
> CC(=O)/C(C#N)=C1\NC(=O)C(Cc2ccccc2Cl)S1 (configuration not stated)
→ i | 2.07 | i
> COc1ccc(C2N(C(=O)c3ccccc3)CCN2C(=O)c2ccccc2)cc1
→ i | -3.15 | i
> Cc1cccc(NC(=O)CCS(=O)(=O)c2cccc3nsnc23)c1C
→ i | -0.22 | i
> O=C(O)c1ccc2c(c1)C(=O)N(c1ccc(/C=C/C(=O)c3ccccc3)cc1)C2=O
→ i | -0.41 | i
> COc1ccc(NS(=O)(=O)c2cccc(N3CC(O)=C(c4ccccc4)C3=N)c2)cc1
→ i | 1.67 | i
> CSc1ccc(CNC(=O)C(C)n2nc(C)c3c(C)n(-c4ccccc4)nc3c2=O)cc1 (configuration not stated)
→ i | 1.95 | i
> Cc1cc(SCC(=O)c2cccs2)n2nc(C)c(-c3ccccc3)c2n1
→ i | -0.47 | i
> COc1ccc(N2CCN(C(=O)CNS(=O)(=O)c3ccc(C)c(C)c3)CC2)cc1
→ i | 0.18 | i
> C=CCc1ccccc1OCCSc1nc2ccc([N+](=O)[O-])cc2s1
→ i | 1.84 | i
> COc1cc(C2C(C(=O)c3ccco3)=C(O)C(=O)N2c2cc(C)on2)ccc1OCc1ccccc1 (configuration not stated)
→ i | 0.27 | i
> CCCNC(=O)C(NS(=O)(=O)c1cccc2nsnc12)c1ccccc1 (configuration not stated)
→ i | 1.58 | i
> O=C(c1ccc(Br)c([N+](=O)[O-])c1)N1CCN(Cc2ccccc2)CC1
→ i | 0.74 | i
> c1ccc2sc(NN=C3CCCC3)nc2c1
→ i | 1.61 | i
> COc1cc(C(=O)NNC(=O)c2cc(C)[nH]n2)cc(OC)c1OC
→ i | -0.8 | i
> Cc1ccc(-c2nnn(C/C(N)=N/O)n2)cc1
→ i | 0.83 | i
> CC(=O)Nc1ccc(S(=O)(=O)N2CCN(C(=O)c3ncoc3-c3ccccc3)CC2)cc1
→ nt | 0.2 | i
> COc1ccc(NC(=O)CN(C)C(C)C(=O)NC(=O)NC2CCCCC2)cc1 (configuration not stated)
→ i | 1.09 | i
> Cc1cccc2c3c([nH]c12)CCN(C)C3
→ -5.84* | 0.87 | i
> COc1ccc(Cc2nc3ccc(C(=O)N4CCOCC4)cc3o2)cc1
→ i | 0.04 | i
> CCCCNC(=S)N/N=C/C1=CCC2CC1C2(C)C (configuration not stated)
→ i | -1.24 | i
> COC(=O)Cc1[nH]n(-c2nc3ccccc3s2)c(=O)c1C(C)=Nc1ccc(Cl)cc1
→ i | -0.09 | i
> O=C(CSc1nnc2ccccn12)NNC(=O)c1ccc(Cl)cc1
→ i | -1.03 | i
> CN(C)/C=N/c1ncc(C(=O)OC(C)(C)C)s1
→ i | 0.08 | i
> CN(C)S(=O)(=O)c1ccc(C(=O)Nc2ccccc2OC(F)(F)C(F)F)cc1
→ i | 0.59 | i
> O=C1NC[C@@H](Cc2cccc3ccccc23)N(CCCCC2CCCCC2)C1=O
→ i | -0.02 | i
> CCOC(=O)N1CCN(c2nc(-c3ccco3)cc(C(F)(F)F)n2)CC1
→ i | -0.01 | i
> CC(C)(C)NC(=O)CSc1nnc(-c2ccccc2)c(-c2ccccc2)n1
→ i | -1.06 | i
> CCCCNCCOCCOc1ccc(C)cc1[N+](=O)[O-]
→ i | -0.83 | i
> CCCCOc1c(Br)cc(CNCCCN2CCOCC2)cc1OC
→ i | -2.72 | i
> O=C(NC1CCCCC1)c1ccc(Br)o1
→ i | 0.22 | i
> COc1cc(N/N=C/c2ccc(N(C)C)cc2)ncn1
→ i | 1.27 | i
> COc1cc(NC(=S)NC(C)(C)C)c(OC)cc1Cl
→ i | -1.65 | i
> Nc1nnc(-c2ccc(Cl)cc2)o1
→ i | -0.01 | i
> N#Cc1ccccc1N=Cc1ccc(Br)cc1
→ i | -0.68 | i
> CCc1ccc(NC(=O)C/C(C)=N/NC(=O)COc2ccccc2C)cc1
→ i | -0.01 | i
> CCc1nc2ccccc2c(C(=O)OCC(=O)NCCCN2CCCC2=O)c1C
→ i | 0.05 | i
> Cc1ccc(C(=O)NC2CCN(C(=O)Nc3ccccc3)CC2)cc1
→ i | 0.02 | i
> O=c1oc2cc(OCCO)ccc2c2c1CCCC2
→ i | -0.74 | i
> CC(=O)N1N=C(c2cccs2)CC1c1cccs1 (configuration not stated)
→ i | 1.14 | i
> CC1CCN(CCCNC(=O)c2ccc3c(Cl)c4c(nc3c2)CCCC4)CC1
→ i | -1.25 | i
> CC(C)COc1ccc(CNC(=S)NCc2ccccc2)cc1
→ i | -0.46 | i
> O=C(Nc1ccccc1C(=O)N/N=C/c1ccc(F)cc1)c1ccccc1Br
→ i | -0.39 | i
> Cc1ccc(C)c(S(=O)(=O)N2CCN(C(=O)CCNC(=O)c3ccc(Br)cc3)CC2)c1
→ i | 0.02 | i
> COC(OC)c1ccnc(-c2ccc(OC(=O)c3cccs3)cc2)n1
→ i | 0.32 | i
> O=C(c1ccc(S(=O)(=O)c2ccccc2Cl)c([N+](=O)[O-])c1)N1CCCCCC1
→ i | 0.13 | i
> O=C(COC(=O)/C=C/c1ccccc1[N+](=O)[O-])NCC(F)(F)F
→ i | 0.86 | i
> CCN(CCCc1ccccc1)CCCc1ccccc1
→ i | -3.46 | i
> CCNc1nc(N)nc(Oc2ccc(OCCOc3ccc(Cl)cc3Cl)nn2)n1
→ i | -3.3 | i
> CCCC(=O)Nc1ccc(-c2nc3cc(C)c(C)cc3o2)cc1
→ i | -0.03 | i
> CCN(C(=O)CSc1nnc(-c2ccncc2)n1Cc1ccccc1)C1CCS(=O)(=O)C1 (configuration not stated)
→ i | 0 | i
> Cc1ccc[n+](C(C)C(=O)c2ccc(-c3ccccc3)cc2)c1 (configuration not stated)
→ i | -0.79 | i
> CCOc1cc(CNC(C)(C)CO)cc(Br)c1OCc1ccc(Cl)cc1Cl
→ i | -9.38* | -7.69*
> COc1ccccc1CC(NC(C)=O)C(=O)NC1CCN(C(=O)Nc2cccc(F)c2)CC1 (configuration not stated)
→ nt | -0.57 | i
> Cc1c(Cl)cccc1NC(=O)NCc1ccncc1
→ i | -0.44 | i
> Cc1ccc(-c2ccc(=O)n(Cc3cccc(Br)c3)n2)cc1
→ i | 2.66 | i

# More results.
# Values run as follows: CHT block | Kir21 inh | KCNQ2 inh
> COc1ccc(S(=O)(=O)N2c3cc(C)ccc3OCC2C(C)(C)C)cc1 (configuration not stated)
→ i | 0.02 | -5.55*
> CCOC(=O)C1(CCc2ccccc2)CCN(C(=O)c2cccc(C)n2)CC1
→ i | -0.67 | i
> c1ccc2c(c1)Cn1c-2nc2ccccc21
→ i | -0.35 | i
> Cc1cc2cc(CCNC(=O)c3ccc(C)c([N+](=O)[O-])c3)c(=O)[nH]c2cc1C
→ i | -0.01 | i
> CC(C)Oc1ccc(CNC(=O)CCC(=O)N2CC(C)Sc3ccccc32)cc1 (configuration not stated)
→ i | -1.06 | i
> Cc1cc2n(n1)SC(Nc1ccccc1)N2 (configuration not stated)
→ i | 0.01 | i
> O=S(=O)(Nc1ncccn1)c1ccc(NC(=S)Nc2ccccc2Cl)cc1
→ i | -0.04 | i
> Cc1cc(C)c2c(N)c(C(=O)c3ccccc3)sc2n1
→ i | 0.26 | i
> N#CC1=C(N)SC(N)=C(C#N)C1CCc1ccccc1
→ -6.05* | -0.95 | i
> Cc1[nH]c2ccccc2c1C(=O)C(=O)N1CCN(c2ccccc2)CC1
→ i | -1.08 | i
> CC1CCCC(N2CCN(C(=O)c3ccccc3F)CC2)C1 (configuration not stated)
→ i | -0.06 | i
> Cc1ccc(C(=O)OCC(=O)N2CC(C)CC(C)C2)cc1S(=O)(=O)N1CCCCC1 (configuration not stated)
→ i | -0.26 | i
> C=C(C)Cn1c(SCC(=O)O)nc2c1c(=O)[nH]c(=O)n2C
→ i | -0.09 | i
> COc1ccc(OCc2cc(C(=O)O)c(C)o2)cc1
→ i | 2.34 | i
> CN(Cc1cnccn1)Cc1nc(Cc2ccccc2Cl)no1
→ i | -0.38 | i
> CC(C)n1nnnc1SCC(=O)Nc1ccc2c(c1)OCO2
→ i | 2.35 | i
> Cc1ccc(-n2c([S-])c(C(=O)Nc3ccc(OC(F)F)cc3)[n+]3ccc(C(=O)NCCO)cc23)cc1C
→ i | 1.36 | i
> CC(C)c1ccc(CN2CCSCC2)cc1
→ i | 2.32 | i
> Cc1cccc(NC(=O)CN2C(=O)N/C(=C/c3ccc(C)s3)C2=O)c1
→ i | -1.09 | i
> CC(=O)N1CCC(N2CCN(Cc3ccc(C)cc3)C(CCO)C2)CC1 (configuration not stated)
→ i | 1.23 | i
> O=c1[nH]c(S)c(/C=C2\C=Nc3ccccc32)s1
→ i | -2.42 | i
> CC(=O)C(Sc1ccc2nnc(-c3cccnc3)n2n1)C(C)=O
→ i | 1.4 | i
> C=CCNC(=O)C1CC(=O)N(c2ccc(Br)cc2)C1 (configuration not stated)
→ i | 0.73 | i
> COc1cc(CNCCNC(=O)c2cccs2)cc(OC)c1OC
→ i | 2.38 | i
> Brc1ccccc1-n1nnc(-c2ccnc3ccccc23)n1
→ i | -0.57 | i
> CCCc1[nH]nc2c1C(c1cccc(OC)c1)C(C#N)=C(N)O2 (configuration not stated)
→ i | 0.02 | i
> CCCn1nnnc1NCc1ccc(C(C)C)cc1
→ i | 1.3 | i
> O=C(CSc1nc(-c2ccccc2)c(-c2ccccc2)o1)Nc1nncs1
→ i | -0.56 | i
> CN(C)c1nc(NCc2ccccc2)nc(N/N=C/c2cccc(Br)c2)n1
→ i | 1.23 | i
> COc1ccc(/C(CC2(O)C(=O)Nc3ccccc32)=N\O)cc1 (configuration not stated)
→ i | 0.64 | i
> COc1cc(NS(=O)(=O)c2ccc(NS(=O)(=O)c3ccc(NC(C)=O)cc3)cc2)nc(OC)n1
→ i | 1.06 | i
> CCN(CC)C(=O)Cn1c(=O)n(CCCCCC(=O)Nc2ccccc2)c(=O)c2sccc21
→ i | 0.93 | i
> COc1ccccc1NC(=O)CSc1nc(N)c(-c2ccccc2)c(=O)[nH]1
→ i | 0.42 | i
> CC12CN3CC(C)(CN(C1)C3c1ccc(Cl)cc1)C2 (configuration not stated)
→ i | 0.98 | i
> CC1(C)OC(=O)N(c2ccccc2)C12C=Cc1cc(Br)ccc1O2 (configuration not stated)
→ i | -0.74 | i
> Cc1cc2nncn2c2ccccc12
→ i | 1.57 | i
> O=C(COC(=O)c1ccc(S(=O)(=O)N2CCCC2)cc1)NCc1ccco1
→ i | -1.32 | i
> COc1ccc(S(=O)(=O)N2CCCC(C(=O)N3CCOCC3)C2)cc1OC (configuration not stated)
→ i | -0.83 | i
> CSCC[C@H](NC(=O)C1=NN(c2c(F)c(F)cc(F)c2F)C(=O)CC1)c1nc2ccccc2[nH]1
→ i | -1.15 | i
